# Source: PubChem BioAssay (several laboratories)
# KOR beta-arrestin-1: kappa opioid receptor blockers – cell-based, luminescence, uHTS (AID 1778). KOR beta-arrestin recruitment, luminescence, antagonist mode; higher % means a stronger effect. 290,000 compounds, 0.091% hits. inhibition, % at 10 µM, or IC50 in µM where a hit was titrated; in the data active means inhibition above about 50%; further: strong numbers were not always called active
# KOR beta-arrestin-2: kappa opioid receptor activators – cell-based, luminescence, uHTS, primary screen (AID 1777); KOR beta-arrestin recruitment, luminescence; higher % means a stronger effect; activation, % at 10 µM, or EC50 in µM where a hit was titrated; 280,000 compounds, 0.02% hits; in the data active means activation above about 50%, passing the limit was not always enough; further: a part of the inactive calls stands beside numbers as strong as those of hits
# GPR35 antagonists: inhibition of zaprinast-stimulated GPR35 beta-arrestin translocation – imaging, U2OS, beta-arrestin-GFP, zaprinast agonist, primary screen (AID 2058); U2OS GPR35 beta-arrestin-GFP translocation imaging, zaprinast antagonism; higher % means a stronger effect; inhibition, % at 10 µM, or IC50 in µM where a hit was titrated; 290,000 compounds, 0.052% hits;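 active means inhibition of at least 50% with at least 30 cells and total cytoplasm GFP at most 10,000,000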
# GPR55 LPI antagonism: GPR55 antagonists blocking LPI-driven arrestin recruitment, primary screen, imaging, U2OS, beta-arrestin-GFP, LPI agonist (AID 2013); U2OS GPR55 beta-arrestin-GFP translocation imaging, LPI antagonism; higher % means a stronger effect; one-dose inhibition, % at 10 µM; IC50 in µM for titrated hits; 290,000 compounds, 0.13% hits;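 active means spots per cell inhibited over 60%, with over 100 cells counted and total cytoplasm intensity under 500,000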;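 further: U2OS cells stably carrying GPR55 and arrestin-GFP stimulated by 5 µM LPI near EC80; imaged beta-arrestin-GFP aggregate spots per cell after agonist stimulation; plate controls were LPI-stimulated DMSO wells for no effect and DMSO wells without LPI for full effect; some results filed as inactive read as strong as hits; confirmed hits need IC50 under 10 µM and bright autofluorescent wells are also inconclusive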
# NOD1 inhibition: NOD1 signaling inhibitors, primary screen, cell-based, luminescence, uHTS (AID 1578); NOD1-driven NF-kB luciferase reporter cells, luminescence; higher % means a stronger effect; one-dose inhibition, % at 4 µM; EC50 in µM for titrated hits; 290,000 compounds, 1% hits; in the data active means inhibition mostly above about 36%, no sharp cut-off; inactive means mostly below about 34%;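 further: HEK-293T reporter cells stimulated with the NOD1 agonist gamma-tri-DAP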
# HIV fusion peptide: cell-free HIV fusion peptide-binding blockers – biochemical, uHTS, fluorescence dequenching, primary screen (AID 1986); cell-free peptide binding, fluorescence dequenching, 30 min; higher % means a stronger effect; inhibition, % at 20 µM; hits with a dose series show IC50 in µM; 290,000 compounds, 0.3% hits; in the data active means inhibition mostly above about 52%, no sharp cut-off; inactive means mostly below about 76%; further: some results filed as inactive read as strong as hits
# NS5 inhibitors: Dengue-2 NS5 methyltransferase inhibitors, primary screen, biochemical, confirmation dose response (AID 588689). 340,000 compounds, 0.3% hits. Dengue-2 NS5 methyltransferase capping enzyme assay, biochemical; higher % means a stronger effect. inhibition, % at 25 µM, or IC50 in µM where a hit was titrated; in the data active means a potency from the dose series
# West Nile virus CPE: West Nile virus antiviral activity, cell-based, CPE readout (AID 1621); West Nile virus-infected cells, CPE inhibition; higher % means a stronger effect; CPE inhibition, % at 10 µM; hits with a dose series show IC50 in µM; 290,000 compounds, 0.02% hits; in the data active means a potency from the dose series; further: strong numbers were not always called active
# GPR55 beta-arrestin: selective activators of receptor GPR55 – imaging, U2OS cells, beta-arrestin-GFP redistribution, primary screen (AID 1961); U2OS GPR55 beta-arrestin-GFP redistribution imaging; higher % means a stronger effect; one-dose activation, % at 10 µM; EC50 in µM for titrated hits; 290,000 compounds, 0.048% hits;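 active means activation above 40% with more than 50 cells counted in the well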;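 further: U2OS osteosarcoma cells stably expressing GPR55 and beta-arrestin-GFP; plate controls were DMSO negative control for no effect and LPI positive control for full effect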
# NS5 inhibitors pilot replicate: further read-out of NS5 inhibitors, marked with its call; inhibition, %; measured here: pilot screen replicate inhibition
# * marks the source's active call; other numbers are inactive results; . = not tested or not shown; [ ] = remark or other dose. Some of the compounds tested. The share of hits here may be higher or lower than overall.
SMILES,KOR beta-arrestin-1,KOR beta-arrestin-2,GPR35 antagonists,GPR55 LPI antagonism,NOD1 inhibition,HIV fusion peptide,NS5 inhibitors,West Nile virus CPE,GPR55 beta-arrestin,others
COc1ccc(/C(N)=N/OC(=O)CCCN2C(=O)c3ccccc3C2=O)cc1OC,-7%,-5.3%,2%,18%,-20%,0.6%,4%,-0.2%,-0.8%,
Cc1ccc(CNC(=O)c2ccc(N3CCC4(CC3)CC(c3ccccc3)=NO4)c(NC(=O)c3ccco3)c2)cc1,-5%[20 µM],-0.5%,-8%,6%,-13%,-1.0%,-4%,1.0%,-0.1%,
Nc1cccc(NC(=O)c2cccs2)c1,20%,-4.2%,-4%,12%,-38%,-0.3%,1%,-0.2%,0.0%,
CCCCCSc1nc(N2CCOCC2)c2c(c1C#N)CC(C)(C)OC2,-28%,8.1%,-18%,14%,-16%,0.5%,-6%,0.1%,0.1%,
CC(C)C[C@H](NC(=O)C1CCN(S(=O)(=O)c2ccccc2)CC1)C(=O)NCc1cccnc1,-44%,-0.6%,14%,3%,7%,2.2%,-10%,0.0%,0.2%,
COc1ccc(-c2ccn(-c3cccc(F)n3)n2)cc1,10%,-4.2%,28%,0%,-24%,10%,.,-0.3%,0.2%,
NS(=O)(=O)c1ccc(CCNC(=O)CNC(=O)Cc2ccccc2)cc1,-27%,-2.0%,-1%,2%,-12%,1.1%,-6%,-0.3%,-0.2%,
O=S(=O)(c1cccc(-c2nnc(-c3ccc(Br)cc3)o2)c1)N1CCCCCC1,-9%,1.7%,4%,8%,26%,4.7%,7%,0.0%,-0.1%,NS5 inhibitors pilot replicate=0.9
O=S(=O)(c1cccc2cccnc12)N1CCN(Cc2ccccc2)CC1,-16%,-0.1%,5%,0%,-7%,-0.1%,-4%,-0.9%,0.2%,
Cn1nnc(NC(=O)c2cccs2)n1,8%,-1.4%,4%,-4%,-46%,0.6%,1%,0.8%,0.6%,
Cc1cccc(C)c1OCc1cc(C(=O)NCC2CCCCC2)no1,-12%,0.0%,-6%,2%,-24%,1.1%,-4%,0.0%,0.2%,
COc1cc(OC)cc(C(=O)NCC(=O)OCC(=O)N2c3ccccc3NC(=O)C2(C)C)c1,17%,-2.5%,-5%,-10%,-25%,-2.3%,0%,0.7%,0.0%,
O=C(Cc1cccs1)NCc1ccc(Cl)cc1Cl,9%,6.5%,18%,8%,-41%,-1.0%,-4%,-0.7%,0.2%,
Cc1ccc(NC(=O)CN2C(=O)C3CC=CCC3C2=O)cc1S(=O)(=O)N1CCOCC1 (stereo unspecified),-19%,0.0%,-8%,2%,-2%,-0.2%,-3%,-0.2%,0.4%,
CCn1c(=S)[nH]c2scc(-c3cccs3)c2c1=O,-3%,-8.4%,-4%,-4%,-23%,1.5%,4%,-0.2%,-0.2%,
CC(C)CCNC(=O)CCCc1ccccc1,-40%[20 µM],2.6%,11%,7%,-39%,-0.4%,-4%,0.9%,-0.1%,
CCn1c(=S)sc2c(=O)n(CC(=O)Nc3ccccc3)c(C)nc21,-30%,5.2%,0%,-2%,4%,1.7%,2%,-0.2%,-0.1%,
C/C(=N\S(=O)(=O)c1ccc(C)cc1)N1CCN(S(=O)(=O)c2ccccc2)C1,4%,-0.7%,7%,3%,16%,-2.5%,-7%,.,-0.2%,
CCN(CC)C(=O)c1[nH]cnc1C(=O)N[C@@H](CCCCNC(=O)OC(C)(C)C)C(=O)OC(C)(C)C,18%,-3.3%,-7%,0%,-7%,-1.3%,-5%,-0.1%,0.5%,
O=C(CN1CCN(Cc2ccccc2)CC1)Nc1nc2ccccc2s1,7%,-4.4%,1%,5%,4%,-1.6%,-5%,-1.0%,0.0%,

# Reprinted at random: five compounds from above, in no set order.
SMILES,KOR beta-arrestin-1,KOR beta-arrestin-2,GPR35 antagonists,GPR55 LPI antagonism,NOD1 inhibition,HIV fusion peptide,NS5 inhibitors,West Nile virus CPE,GPR55 beta-arrestin,others
Nc1cccc(NC(=O)c2cccs2)c1,20%,-4.2%,-4%,12%,-38%,-0.3%,1%,-0.2%,0.0%,
O=C(CN1CCN(Cc2ccccc2)CC1)Nc1nc2ccccc2s1,7%,-4.4%,1%,5%,4%,-1.6%,-5%,-1.0%,0.0%,
CCN(CC)C(=O)c1[nH]cnc1C(=O)N[C@@H](CCCCNC(=O)OC(C)(C)C)C(=O)OC(C)(C)C,18%,-3.3%,-7%,0%,-7%,-1.3%,-5%,-0.1%,0.5%,
CCn1c(=S)sc2c(=O)n(CC(=O)Nc3ccccc3)c(C)nc21,-30%,5.2%,0%,-2%,4%,1.7%,2%,-0.2%,-0.1%,
O=S(=O)(c1cccc2cccnc12)N1CCN(Cc2ccccc2)CC1,-16%,-0.1%,5%,0%,-7%,-0.1%,-4%,-0.9%,0.2%,

# (next part)
SMILES,KOR beta-arrestin-1,KOR beta-arrestin-2,GPR35 antagonists,GPR55 LPI antagonism,NOD1 inhibition,HIV fusion peptide,NS5 inhibitors,West Nile virus CPE,GPR55 beta-arrestin,others
CCN(CC)Cc1cc2ccccc2c2c1COC2,6%,0.6%,3%,2%,-21%,-1.3%,-7%,-0.1%,-0.1%,NS5 inhibitors pilot replicate=-3.0
CCNc1nc(Oc2ccc(=O)[nH]n2)nc(SC)n1,24%,-1.5%,10%,-9%,-18%,-0.5%,-2%,-0.1%,-0.3%,
N#CC1(C#N)C(C(N)=O)C1c1ccccc1 (stereo unspecified),-53%,-4.5%,9%,1%,24%,0.0%,-10%,-0.3%,0.3%,
O=C(CCc1ccccc1)NCc1ccc2c(c1)OCO2,-12%,-6.8%,5%,-2%,-26%,-0.5%,-3%,-0.9%,-0.1%,
O=C(NCc1ccco1)c1ccc(CS(=O)(=O)Cc2ccc(Cl)cc2)o1,-10%,-0.7%,6%,93%,-5%,1.5%,-2%,-0.4%,-0.1%,
CC1CCC(NC(=O)c2ccc(NC(=O)c3ccc(=O)[nH]c3)cc2)CC1 (stereo unspecified),12%,-1.4%,-3%,10%,-40%,1.9%,.,.,0.3%,
CC1CCN(S(=O)(=O)c2cccc(C(=O)Oc3ccc([N+](=O)[O-])cc3)c2)CC1,8%,6.3%,2%,25%,-9%,0.2%,-7%,-0.1%,-0.3%,
OCC1(Cc2cccc(Cl)c2)CCCN(Cc2ccc3cc(F)ccc3n2)C1 (stereo unspecified),-20%[20 µM],.,18%,3%,-31%,2.2%,-6%,-1.5%,0.0%,
O=C(CC1C(=O)NCCN1Cc1cccc(Oc2ccccc2)c1)NCCc1ccncc1 (stereo unspecified),-1%,-7.9%,1%,6%,-14%,0.4%,-2%,0.9%,0.3%,
COc1ccc(N2CCN(C(=O)c3cc4c(-c5cccc(OC)c5)nn(C)c4s3)CC2)cc1,-12%,2.4%,1%,3%,-12%,-3.0%,-13%,-0.2%,-0.1%,
O=C(c1nc2nc(-c3cccs3)cc(C(F)(F)F)n2n1)N1CCN(Cc2ccccc2)CC1,-12%,4.4%,-4%,0%,-28%,1.9%,4%,-0.6%,0.0%,
CCCCCOc1ccccc1C(=O)NCC(=O)O,-26%,19%,-2%,8%,-7%,2.1%,-1%,-0.3%,0.2%,
C/C(=C\C(=O)c1ccccc1)Nc1ccc(O)cc1,-18%,3.1%,-16%,7%,-92%,-4.7%,2%,-1.3%,0.3%,
COc1cccc(C(=O)NCC(=O)N/N=C(\C)Cc2ccccc2)c1,-14%,0.3%,2%,6%,-14%,-0.2%,4%,0.1%,-0.2%,
Cc1cccc(C(=O)O/N=C/c2c(Cl)n(C)c3ccccc23)c1,23%,-2.6%,-9%,8%,-17%,1.5%,-5%,0.2%,-0.4%,
NS(=O)(=O)c1ccc(CCNC(=S)Nc2ccc(S(N)(=O)=O)cc2)cc1,19%,-1.5%,.,9%,-37%,-1.4%,-3%,0.0%,-0.3%,
COc1cc(/C=C2\SC(c3ccc(C)cc3)=NC2=O)cc(OC)c1O,0%,-6.0%,-4%,3%,-4%,22%,-30%,-0.6%,1.2%,
Cc1cccc(N2CCN(C(=O)C(C)n3nc(C)n4c(cc5occc54)c3=O)CC2)c1C (stereo unspecified),-42%,-0.4%,3%,2%,6%,-1.6%,-7%,0.0%,-0.1%,
Cc1ccc(NC2CCCCC2NS(=O)(=O)c2ccc(Cl)cc2)cc1 (stereo unspecified),-4%,8.7%,9%,9%,1%,-0.2%,.,-1.7%,1.0%,
COC(=O)C1CCN(C(=O)c2cc(=O)[nH]c3ccccc23)CC1,8%,-4.5%,-6%,0%,-15%,-1.2%,0%,0.3%,-0.1%,
CCN(CCn1cccn1)C(=O)c1cccc(OC2CCN(S(C)(=O)=O)CC2)c1,16%,-3.8%,-4%,18%,-2%,-0.7%,8%,-0.3%,-0.1%,
Cc1ccc(C2CC(=O)C=C(O)C2)cc1 (stereo unspecified),-41%,-2.3%,10%,1%,-5%,0.0%,.,0.4%,-0.1%,
CCOC(=O)c1ccc(C(=O)OCC)c(NC(=S)Nc2ccc([N+](=O)[O-])cc2OC)c1,11%,-1.0%,-1%,-10%,-1%,-0.8%,-6%,-0.7%,-0.3%,
Cc1cc(NC(=O)CSc2nnc(CNC(=O)c3ccc(C(C)(C)C)cc3)o2)no1,-6%,9.0%,13%,13%,-18%,-1.2%,-1%,-0.3%,-0.1%,
CCCOc1ccc(/C=N/O)cc1,-41%,6.6%,1%,-20%,-13%,-0.3%,-15%,-0.2%,0.2%,
COC(=O)c1ccc(/C=N/OCC(=O)NC2CCCC(C)C2C)cc1 (stereo unspecified),3%,-2.9%,-1%,60%,-10%,-2.0%,0%,-0.2%,-0.2%,
CN(CC(=O)NCCc1ccc(F)cc1)Cc1cccs1,2%,-0.6%,3%,98%,-18%,1.1%,-3%,-0.3%,-0.5%,
O=C(COC(=O)/C=C/c1cccc(F)c1)Nc1ccccc1,-8%,-3.8%,11%,6%,-41%,-1.5%,-7%,0.4%,-0.3%,
CCOC(=O)CSc1nnc(NC(=O)c2ccc3c(c2)OCO3)s1,2%,-3.1%,6%,10%,-10%,-0.9%,3%,0.0%,0.0%,
O=C(NC(=S)N1CCCc2ccccc21)c1ccco1,3%,-2.1%,-7%,11%,-32%,-2.5%,-15%,-0.3%,-0.1%,
CC1=C(C(=O)OC2CCCCC2)C(c2cccnc2)n2ncnc2N1 (stereo unspecified),8%,2.2%,-10%,-1%,-9%,0.9%,3%,-0.8%,-0.1%,
O=C(N/C(=C/c1cccc([N+](=O)[O-])c1)C(=O)N1CCCCCC1)c1cccs1,-7%,5.7%,2%,-8%,-4%,-0.6%,1%,-1.6%,-0.2%,
Clc1ccc(-c2noc(CN3CCCC3)n2)cc1,14%,-0.4%,-10%,-4%,.,1.0%,-2%,0.1%,0.3%,
C=CCNC(=S)Nc1sc2c(c1C(=O)OCC)CC(C)(CC)OC2 (stereo unspecified),8%,0.6%,-6%,9%,-25%,0.9%,-5%,-0.4%,0.6%,
Cc1ccc(C(=O)Nc2ccc3ccccc3n2)cc1,-9%,3.1%,4%,3%,-15%,2.0%,0%,0.1%,0.3%,
